Screening results as filed in PubChem.
Nrf2 ARE act = activators of Nrf2 (ARE) signaling. 410,000 tested, 0.31% active. Potency, µM (titrated, usually from 46.1 µM), for inactives: top-dose activation, actives largely listed as activators. AID 624171. AREc32 ARE-luciferase reporter (MCF7-derived line), luminescence, 24 h; also: potency is read from the fitted curve at half-maximal effect; % of control where 0% means no effect; nearly all actives have a fitted effect of over 65% in size
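Quantitative high-throughput format: AREc32 reporter cells, 1000 per well, received compound by pin transfer and were incubated 24 hr at 37 deg C, 5% CO2, before Steady-Glo luminescence detection.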
S2 tox = cell viability loss in ATXN counter-screen. Potency, µM (series often up to 56.7 µM), hits mostly cytotoxic. 400,000 tested, 0.49% active. S2 cells (HEK-293 line with an ATXN2-luciferase reporter) viability, CellTiter-Fluor protease fluorescence, 24 h. AID 651635; also: potency is read from the fitted curve at half-maximal effect; nearly all actives have a fitted effect of over 40% in size
pAkt inh = blocks phosphorylation of Akt; 360,000 tested, 0.32% active; activity change, % for hits at 50 µM; AID 651550; Neuro2A IGF-stimulated pAkt S473 HTRF, 20 min; hits give low values; in the data active = activity change below about -80%; inconclusive = mostly about -51% to -80%; also: % is scaled to controls: 0 for no effect and ±100 for the full control effect
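Single-point screen (50 µM final compound) in Neuro2A cells stimulated 20 min with 6 nM IGF at 37 deg C. After lysis, Ser473-phosphorylated Akt read by HTRF (ex 330 nm, em 615/665 nm) as the 665/615 ratio.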
Nrf2 block = Nrf2 pathway inhibition; 360,000 tested, 2.1% active; AID 504444; A549 ARE-Fluc reporter, luciferase luminescence, 18-24 h; Potency, µM (highest dose often 46 µM), for the others: at the highest dose activity change, negative = inhibition, hits mostly inhibitors; also: potency is read from the fitted curve at half-maximal effect; % is scaled to controls: 0 for no effect and ±100 for the full control effect; nearly all actives have a fitted effect of over 60% in size
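Concentration-response testing used A549 ARE_Fluc cells at 5000 cells/well. Following an 18-24 h compound incubation, viability was read by fluorescence (Ex 405/Em 525) and luciferase output by luminescence.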
CCT chaperon mod = cytosolic chaperonin activity modulation | activity change, % (concentration not given with the values), hits read low | 360,000 tested, 0.3% active | AID 651819 | purified chaperonin ATPase assay, HTRF ADP detection, 30 min; in the data active = activity change below about -30%; also: % is scaled to controls: 0 for no effect and ±100 for the full control effect
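ATPase activity: ADP formed was measured by HTRF Transcreener (665/615 nm ratio) after 30 min at 37 deg C with 10 uM ATP. Compounds screened at one 76 uM concentration against 40 or 20 nM TRiC in Tris pH 7.4/KCl/MgCl2/DTT buffer.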
TGFb inhibitor = blocks TGF-b signaling; HepG2 CAGA-GFP TGF-b/SMAD3 reporter, GFP fluorescence, 18 h; TGF-beta stimulated, 500 pg/mL final; Potency, µM (highest dose often 46.1 µM), for inactives: top-dose activity, negative = inhibition, actives largely listed as inhibitors; 410,000 tested, 1.2% active; also: potency is read from the fitted curve at half-maximal effect; % is scaled to controls: 0 for no effect and ±100 for the full control effect; nearly all actives have a fitted effect of over 65% in size
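Using HEPG2 CAGA-GFP reporter cells at 1000 cells/well, we pinned test compounds, stimulated with recombinant TGF-beta (500 pg/mL final) and measured total well GFP after 18 h.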
MmCpn inh = inhibitors of Methanococcus maripaludis chaperonin (MmCpn) | purified Mm-Cpn ATPase, ADP Transcreener TR-FRET | Potency, µM (titrated, usually from 76.9 µM), for inactives: top-dose activity, negative = inhibition, most hits filed as inhibitors | 330,000 tested, 0.031% active; also: potency is read from the fitted curve at half-maximal effect; % is scaled to controls: 0 for no effect and ±100 for the full control effect; nearly all actives have a fitted effect of over 80% in size
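Quantitative HTS used 25 nM Mm-CPN and 10 uM ATP in magnesium/KCl Tris buffer, pH 7.4, with 1 mM DTT. Hydrolysis ran 30 min at 37°C; ADP was read by HTRF.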
A549 tox = kills or reduces viability of A549 cells in Nrf2 counter-screen; A549 ARE-Fluc cells, CellTiter-Fluor viability, 18-24 h; Potency, µM (highest dose often 46 µM), for inactives: top-dose activity change, negative = cytotoxicity, hits mostly inhibitors; 390,000 tested, 0.16% active; also: potency is read from the fitted curve at half-maximal effect; % is scaled to controls: 0 for no effect and ±100 for the full control effect
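A549 ARE-Fluc cells in 5% FBS OPTI-MEM, 5000 cells/well, rested 2 h then exposed to compounds in concentration-response for 18-24 h at 37 °C. Viability by CellTiter-Fluor fluorescence (Ex 405/Em 525) after 30 min; luciferase luminescence (BugLite, 15 min, RT) read afterwards.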
HepG2 tox = HepG2 cytotoxicity, counter-screen for TGF-b inhibitors. HepG2 CAGA-GFP viability, ATP luminescence, 18 h. Potency, µM (highest dose often 46.1 µM), for inactives: at the top dose activity change, negative = cytotoxicity, actives largely listed as cytotoxic. 410,000 tested, 0.76% active. AID 588856; also: potency is read from the fitted curve at half-maximal effect; some results filed as inactive show a strong effect at the top dose
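CellTiter-Glo luminescence gave cytotoxicity after 18 hours at 37 degrees C. The cells were HepG2 CAGA-GFP in 1% FBS DMEM, stimulated with 500 pg/mL TGF-beta after compound addition. %Activity was normalised to no-cell wells (complete cell-killing) and DMSO (no toxicity), and curves were fitted and classified.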
* hit, by the source's call; i = inactive; ? = inconclusive; · = not tested or not shown; [ ] = dose if it differs, or a comment. Unless noted, calls follow the shape of the dose curve; as a rule, active = well fitted curve in the direction sought with a large enough effect; inconclusive = small, poorly fitted or top-dose-only effect, or another doubt; inactive = no such curve, though single readings can be large; an effect the other way counts as inactive or inconclusive.

mol | Nrf2 ARE act | S2 tox | pAkt inh | Nrf2 block | CCT chaperon mod | TGFb inhibitor | MmCpn inh | A549 tox | HepG2 tox
COC(=O)C1=CN(c2cccc(Cl)c2)C=C(C(=O)OC)C1c1cccc(OC)c1 | 3.6% | i | i | ? | 0.6 | 2% | 2% | 13% | -1%
Cc1ccc(NC(C)C(=O)N/N=C/c2c[nH]c3ccccc23)cc1 (centres undefined) | -0.1% | i | i | -9% | -0.6 | -2% | 0% | -4% | 7%
O=C(NC(=S)Nc1ccc(S(=O)(=O)N2CCCC2)cc1)c1cccs1 | 5.1% | i | i | 5% | -0.8 | -1% | -5% | 0% | -1%
O=C(Oc1ccc(-c2ccccc2)cc1)N1CCOCC1 | 2.9% | i | i | 12% | -1.7 | -9% | 3% | 1% | -9%
CC(NC(=O)CNC(=S)N(Cc1ccccc1)Cc1cccnc1)c1ccccc1 (centres undefined) | -0.8% | i | i | -23% | 0.1 | 12% | 0% | 2% | -20%
Cc1cc(C(F)F)n2ncc(C(=O)NCc3ccccc3C(F)(F)F)c2n1 | 3.1% | i | i | -16% | -1.3 | -3% | -5% | -5% | -1%
COc1cccc(-c2cc(NC=O)c3ncc(-c4ccc(C(C)=O)cc4)n3c2)c1 | 9.1% | i | i | · | -1.0 | 18µM* | · | · | 2%
Cc1cccc(N2CCN(C(=O)C3CCN(Cc4nc(-c5ccc(Cl)cc5)oc4C)CC3)CC2)c1C | 0.5% | · | · | · | · | -1% | · | -4% | 6%
Cc1ccc(CCN2CC(C(=O)NCCCOC(C)C)CC2=O)cc1 (centres undefined) | 0.1% | i | i | -20% | -0.1 | 2% | 2% | -19% | 1%
CC(C)(C)c1ccc(S(=O)(=O)NC(=O)C2(C)CCN2C(=O)C2CCCCC2)cc1 (centres undefined) | 0.6% | i | i | · | 0.1 | 7% | · | · | 1%
O=C(Nc1ccc(Cl)cc1)C1CCN(c2nc3ccccc3n3cccc23)CC1 | 0.5% | · | · | -3% | · | -3% | · | -4% | -27%
C=CCOc1cccc(C(=O)N2CCCC(Nc3ccc4c(c3)OCCO4)C2)c1 (centres undefined) | -0.5% | i | i | -10% | -0.6 | 7% | -3% | 1% | -1%
CCn1c2ccccc2c2cc(NC(=O)c3ccc(=O)oc3)ccc21 | ? | ? | i | 12% | 2.3 | -50% | -8% | -14% | -22%
C/C(CC(=O)Nc1ccccc1F)=N\NC(=O)Cc1ccc(Cl)cc1 | 0.5% | i | i | 3% | -3.0 | ? | 2% | -2% | 0%
CCOC(=O)[C@@H]1[C@H]2COc3ccc(Br)cc3[C@@H]2N2C(=O)N(c3ccc(C)cc3)C(=O)[C@@]12C | 0.0% | ? | i | -4% | -3.4 | ? | 2% | -10% | -10%
COc1ccc2[nH]c(C(=O)N3CCCN(Cc4ccc(F)cc4)CC3)cc2c1 | 0.5% | i | i | ? | 1.2 | 0% | -6% | 0% | -20%
Cc1ccccc1CN1CCc2nc(N3CCN(c4ncccn4)CC3)ncc2C1 | -0.7% | ? | · | · | · | ? | · | -22% | -33%
Cc1nn(C)c(Cl)c1NC(=O)OCc1ccc(F)cc1 | -0.6% | i | i | ? | -1.5 | -17% | 0% | -5% | -4%
COc1cc(C(=O)OCC(=O)Nc2c(C)n(C)n(-c3ccccc3)c2=O)c([N+](=O)[O-])cc1OC | -0.7% | i | i | -1% | -3.3 | -18% | 0% | 4% | -14%
CNC(=O)CN1C(=O)NC2(CCc3ccccc3C2)C1=O (centres undefined) | -0.1% | i | i | 0% | -0.1 | 1% | 1% | 3% | -20%
Cc1ccc(-c2c[n+](CC(=O)c3ccc(Br)cc3)c3n2CCCCC3)cc1 | 0.2%[9.22 µM] | ? | i | 0% | -0.6 | -27% | 1% | -5% | -22%
CCOC(=O)C1(C)C(=O)CC2c3nc4ccccc4cc3CN2C1=O (centres undefined) | -2.1% | · | i | · | 0.6 | -6% | · | · | -41%
Cc1ccc(OCC(=O)Nc2ccccc2-c2ccccc2)cc1 | 2.9% | i | i | -6% | 0.7 | -13% | -9% | 2% | -11%
COc1ccc(N(C(=O)C2COc3ccccc3O2)C(C(=O)NC2CCCCC2)c2ccccc2)cc1OC (centres undefined) | -0.1% | ? | i | -16% | 1.5 | 8% | 2% | -6% | -2%
CCC1CN(C(=O)N2CCC(C(=O)NCCC3=CCCCC3)CC2)c2cc(C)ccc2O1 (centres undefined) | 0.5% | · | · | -15% | · | ? | · | 2% | -19%
O=C(c1ccc2c(c1)OCO2)N(c1ccccc1)C1C=CS(=O)(=O)C1 (centres undefined) | 0.2% | i | i | 3% | -1.8 | 0% | 1% | -6% | 0%
Cc1ccc(OCC(=O)NCCN2CCCC2)cc1 | 0.3% | i | i | -8% | -0.8 | -9% | -1% | 1% | -33%
COc1cccc(C=NCCNC(=O)c2nonc2N)c1O | 0.1% | i | i | 4% | -2.2 | -2% | -1% | -4% | -2%
CCOC(=O)C1C(=O)OC2(CCCCC2)C1C(=O)OCC (centres undefined) | -0.5% | i | i | 6% | -0.6 | -9% | 1% | 0% | -11%
COc1ccc(Cl)cc1C(=O)Nc1nc(C)cc(C)n1 | 3.7% | i | i | 3% | -11 | -18% | 0% | 2% | -14%
CCCCn1c(N)c(N(CCOC)C(=O)COC(=O)Cc2cccc(OC)c2)c(=O)[nH]c1=O | 0.2% | i | i | 1% | 1.5 | -22% | 2% | -1% | 3%
CC(=O)Nc1ccccc1OCc1cc(=O)n2c(C)csc2n1 | 0.2% | i | · | -10% | · | -2% | · | -3% | 2%
CCOC(=O)[C@]12Cc3c(cc(OC)c(OC)c3OC)[C@H]1N(Cc1ccccc1)C(=O)c1cc(OC)ccc12 | -3.1% | 11µM* | i | · | -0.8 | · | · | · | ·
CCN1CCN(c2nc3c(C)cccn3c(=O)c2/C=C(\C#N)S(=O)(=O)c2ccc(Cl)cc2)CC1 | 2.7% | i | i | -18% | 0.7 | -15% | -2% | 12% | 3%
Nc1ccc2nc(-c3ccc(Cl)cc3)[nH]c2c1 | -4.9% | · | i | ? | -2.0 | ? | ? | -17% | 13µM*
COc1ccc(CC(=O)NCC(=O)NCc2cc(=O)n(C)c(=O)n2C)cc1 | 0.3% | i | i | 15% | -0.5 | 4% | 3% | 1% | -4%
CCNC(=O)COC(=O)c1cc(-c2ccccc2)nn1-c1ccccc1 | 0.2% | i | i | 0% | -4.5 | 0% | 0% | 5% | 3%
O=C(CSc1nccc(-c2cccs2)n1)Nc1ccccc1 | 9.9% | i | i | -13% | 0.2 | 10% | -4% | 11% | -1%
N#Cc1cc([N+](=O)[O-])ccc1NC(=O)COC(=O)C1CC2CCCC(C1)C2=O (centres undefined) | 0.4% | i | i | 3% | -1.0 | -4% | 1% | 1% | -9%
Cc1ccc2nc(N(CCN(C)C)C(=O)c3cc(Cl)sc3Cl)sc2c1 | 2.7% | i | i | 27% | 2.6 | 1% | -3% | 1% | 10%
O=C(NCCc1ccc(F)cc1)c1cc([N+](=O)[O-])ccc1N1CCOCC1 | -0.5% | i | i | 1% | 1.1 | -1% | 2% | -19% | -1%
Cn1c(Cc2ccccc2)nnc1SCC(=O)N1CCCCC1 | -1.1% | i | i | -15% | -5.6 | -16% | 0% | 2% | 4%
CCCCCN(C(=O)CCC(=O)OCC(=O)N1CCCC(C)C1)c1c(N)n(CCCC)c(=O)[nH]c1=O (centres undefined) | -0.3% | i | i | -4% | 0.1 | 16% | 3% | -6% | 5%
NC(CSS(=O)(=O)O)=NCCC12CC3CC(CC(O)(C3)C1)C2 | 0.2% | i | i | 0% | 3.0 | -2% | 1% | -4% | 0%
CCc1ccc(N2CC(C(=O)NC3CC3)CC2=O)cc1 (centres undefined) | 0.1% | i | i | ? | -3.4 | -14% | 2% | ? | 2%
Cc1cc(C(=O)Nc2nnc(C(F)(F)F)s2)cs1 | 8.9µM* | i | i | 5% | -34* | 0% | -1% | -6% | -4%
CSc1ccc(CNC(=O)CN2C(=O)C3CCCCN3c3ccc(C(=O)N4CCCC4)cc32)cc1 (centres undefined) | -0.7% | i | · | · | · | -3% | · | -12% | -12%
COc1ccc(C2=NN(C(=O)CCC(=O)O)C(c3ccccc3)C2)cc1 (centres undefined) | -0.3% | i | i | -35% | 0.3 | 23% | -4% | 0% | -6%
CC(=O)Nc1nnc(SCC(=O)N2CCc3ccccc32)s1 | 2.9% | i | i | -7% | -1.2 | 0% | 3% | -7% | 5%
